Assay outcomes: PubChem, National Center for Advancing Translational Sciences (NCATS)
Pf growth 96h – P. falciparum growth inhibition at 96 hour, primary screen for plastid delayed-death inhibitors. Potency, µM (series often up to 28.7 µM), for inactives: top-dose activity change, negative = inhibition, hits mostly inhibitors. AID 504834. actives 6.9% (n = 320,000). P. falciparum luciferase reporter growth, 96 h; also: potency is read from the fitted curve at half-maximal effect; % is scaled to controls: 0 for no effect and ±100 for the full control effect
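Two-generation exposure (96 h) targets delayed-death phenotype. Reporter parasites carrying integrated firefly luciferase, in red cells at 2% hematocrit and 0.05% parasitemia final, kept at 37 C, 5% CO2; luminescence loss indicates inhibition.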
FBPA Giardia inh – Giardia lamblia aldolase inhibition; A8B2U2; purified Giardia FBPA; Potency, µM (series often up to 59.6 µM), without a hit: at the highest dose activity, negative = inhibition, most hits filed as inhibitors; actives 0.71% (n = 290,000); also: potency is read from the fitted curve at half-maximal effect; % is scaled to controls: 0 for no effect and ±100 for the full control effect; nearly all actives have a fitted effect of over 55% in size
Target sequence (A8B2U2 whole entry, looked up): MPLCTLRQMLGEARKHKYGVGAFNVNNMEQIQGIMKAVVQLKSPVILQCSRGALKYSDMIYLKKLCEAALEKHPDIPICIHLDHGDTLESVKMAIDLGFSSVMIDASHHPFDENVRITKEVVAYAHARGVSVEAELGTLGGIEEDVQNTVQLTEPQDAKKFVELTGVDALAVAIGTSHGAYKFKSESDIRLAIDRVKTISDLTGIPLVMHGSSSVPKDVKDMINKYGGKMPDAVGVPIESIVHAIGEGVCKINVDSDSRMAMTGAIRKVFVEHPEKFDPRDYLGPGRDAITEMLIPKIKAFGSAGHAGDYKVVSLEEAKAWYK
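40 nM FBPA preincubated 10 min at RT with compound (up to 57.5 uM final), then substrate plus GAPDH/TPI/NAD/arsenate coupling and diaphorase/resazurin added. Fluorescence read after 20 min at RT, 525/598 nm.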
CHX counter – counter-screen hit for Shiga toxin inhibitors, cycloheximide; max response, %; AID 2314; cell reporter, cycloheximide protein synthesis inhibition counterscreen; actives 12% (n = 300,000); in the data active = max response mostly above about 13%, no sharp cut-off; inactive = mostly below about 14%; also: read at 38.3 µM for the half of the compounds with a filed dose; 0% is about no effect
Shiga inhibitor – inhibitors of Shiga toxin in Vero cells | AID 2315 | actives 9.2% (n = 290,000) | Vero cells, Shiga toxin protein synthesis inhibition reporter | inhibition, % at 38.7 µM; in the data active = inhibition mostly above about 28%, no sharp cut-off; inactive = mostly below about 43%; also: 0% is about no effect
HCV inh – inhibitors of hepatitis C virus infection. Huh7.5.1 HCVcc-Cre infection, luciferase reporter, 44 h. Potency, µM (top dose mostly 41.8 µM), for the others: top-dose activity change, negative = inhibition, usual class: inhibitors. AID 651820. actives 3.4% (n = 340,000); also: potency is read from the fitted curve at half-maximal effect; % is scaled to controls: 0 for no effect and ±100 for the full control effect
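Reporter virus HCVcc-Cre (~0.5 moi) infects cells exposed to compound; seeding density 1,000 cells/well with 4 h settling beforehand. Luminescence, 15 sec read, taken 44 h post-infection following a 15 min RT substrate incubation.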
Pf growth 48h – inhibits P. falciparum growth in the first generation, 48 h | actives 5.9% (n = 310,000) | Potency, µM (doses to about 28.7 µM), inactives show at the top dose activity change, negative = inhibition, usual class: inhibitors | P. falciparum luciferase growth in erythrocytes, 48 h; also: potency is read from the fitted curve at half-maximal effect; % is scaled to controls: 0 for no effect and ±100 for the full control effect
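In quantitative HTS format, infected erythrocytes bearing luciferase-reporter parasites were treated for a single generation at 37 C. Luminescence after adding detection reagent served as the growth measure.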
* marks the source's active call; other numbers are inactive results; ? = inconclusive; . = no result given; [ ] = another dose, or the depositor's remark. Unless noted, calls follow the shape of the dose curve; as a rule, active = well fitted curve in the direction sought with a large enough effect; inconclusive = small, poorly fitted or top-dose-only effect, or another doubt; inactive = no such curve, though single readings can be large; an effect the other way counts as inactive or inconclusive.

1	Cc1ccc(NC(=O)c2ccc(Oc3ncccn3)cc2)cc1
2	Cc1ccccc1-c1nnc(SCc2ccc(F)cc2)o1
3	COc1ccccc1/C=N/N1CCN(c2ccc(Cl)cc2)CC1
4	CCN(Cc1ccccc1)C(=O)c1c[nH]c2ccc(S(=O)(=O)N(C)CCC#N)cc2c1=O
5	O=C(Nc1ccccc1-c1nc2ccccc2[nH]1)c1sc2ccccc2c1Cl
6	O=C(NCc1ccc(F)cc1)C1CCC(CNS(=O)(=O)c2ccccc2)CC1 (configuration not stated)
7	O=S(=O)(c1cccs1)N1CCN(c2ccc(F)cc2)CC1
8	N#C/C(=N\Nc1ccc(S(=O)(=O)N2CCc3ccccc32)cc1)C(N)=S
screen / no.	1	2	3	4	5	6	7	8
Pf growth 96h	39%[activator]	4%	0%	7%	3%	27%	-16%	?
FBPA Giardia inh	-2%	-1%	-2%	13%	0%	0%	2%	12%
CHX counter	32*	30*	6	-5	-3	-5	-4	1
Shiga inhibitor	55*	45*	.	-11	10	-5	-2	-3
HCV inh	-1%	?	0%	23%	2%	3%	12%	-26%
Pf growth 48h	32%[activator]	43%[activator]	-9%	-1%	20%	-15%	2%	?

Quoted from the listing:
Value for `CCN(Cc1ccccc1)C(=O)c1c[nH]c2ccc(S(=O)(=O)N(C)CCC#N)cc2c1=O` in FBPA Giardia inh: 13%
Value for `O=S(=O)(c1cccs1)N1CCN(c2ccc(F)cc2)CC1` in FBPA Giardia inh: 2%

Remaining list, next part.
9	COc1ccc(CCNC(=O)COC(=O)C23CC4CC(CC(Br)(C4)C2)C3)cc1
10	O=C(COc1ccccc1Br)N1CCN(C(=O)c2cccs2)CC1
11	Cc1cc(C)n2nc(-c3cnn(C)c3C(F)(F)F)cc2n1
12	COc1ccc(OCCCCn2c(CO)nc3ccccc32)cc1
13	CCN(CC)CCCNC(=O)c1cc(-c2ccc(Cl)c(Cl)c2)on1
14	CCCOc1ccc(/C(O)=C2/C(=O)C(=O)N(CCCn3ccnc3)C2c2cccnc2)cc1 (configuration not stated)
15	Cc1cc(-c2nc(C)c(C(=O)NNC(=O)NC(C)C)s2)no1
16	COc1ccc(-c2c(NC(=O)c3ccco3)oc3ccc(Cl)cc3c2=O)cc1
screen / no.	9	10	11	12	13	14	15	16
Pf growth 96h	?	-28%	?	?	-21%	3%	40%[activator]	-24%
FBPA Giardia inh	-4%	.	0%	-5%	3%	-3%	0%	.
CHX counter	-6	.	14	3	-3	-3	-1	1
Shiga inhibitor	-6	.	22	17	-7	-5	-6	-2
HCV inh	9%	3%	-6%	-20%	1.4µM*	11%	8%	-3%
Pf growth 48h	?	16%	?	-3%	10µM*	-21%	0%	23%

17	CN(C(=O)c1ccc(N2CCOCC2)c([N+](=O)[O-])c1)C1CCCCC1
18	CC(C)CCNC(=O)C1CCN(S(=O)(=O)c2ccc3c(c2)CCC(=O)N3)CC1
19	Cn1cnc2c(N/N=C/c3cccs3)ncnc21
20	COc1cccc(NC(=O)CN2C(=O)CSc3ccc(S(=O)(=O)N4CCCCC4)cc32)c1
21	O=C1CCN(S(=O)(=O)c2cc(C(F)(F)F)ccc2Cl)CC1
22	O=C(NCCCN1CCOCC1)C(=O)NCc1ccccc1Cl
23	O=S(=O)(Cc1ccccc1)NCc1cccnc1
24	Cc1ccc(-c2cc(C(=O)NCCCN3CCCC3)c3ccccc3n2)cc1C
screen / no.	17	18	19	20	21	22	23	24
Pf growth 96h	0%	-11%	102%[activator]	58%	-19%	-28%	27%	?
FBPA Giardia inh	6%	6%	-10%	6%	.	-2%	-2%	.
CHX counter	9	-1	31*	15	.	-2	-2	9
Shiga inhibitor	.	-4	38*	-2	.	-21	-8	31
HCV inh	18%	-2%	-1%	2%	-6%	1%	-6%	22µM*
Pf growth 48h	-23%	.	124%[activator]	?	-20%	10%	1%	5.2µM*

25	CC(=O)Nc1sc2c(c1C(c1ccc(Cl)cc1)N1CCOCC1)CCCC2 (configuration not stated)
26	O=C(O)CCCNC(=O)c1cncc(O)c1
27	CN1CCN(C(=O)c2ccc(Oc3ccc([N+](=O)[O-])cc3)cc2)CC1
28	O=C(NCc1ccc(Cl)cc1)C1CCCN(c2cnccn2)C1 (configuration not stated)
29	NC(=O)C1=C[C@@H](C2CCCCC2)C[C@@H](OCCCCO)O1
30	COCCCn1c(SCc2nnc(-c3ccc(OC)c(OC)c3)o2)nc2ccccc2c1=O
31	CCN(CC)CCCN1C(=O)CSC1c1ccc([N+](=O)[O-])cc1 (configuration not stated)
32	CC(NCc1cc(Br)ccc1OCC(=O)NCc1ccccc1)c1ccccc1 (configuration not stated)
screen / no.	25	26	27	28	29	30	31	32
Pf growth 96h	1.3µM*	52%[activator]	?	-14%	75%[activator]	?	-24%	?
FBPA Giardia inh	-3%	2%	-9%	.	?	-3%	3%	-1%
CHX counter	-7	1	1	-3	2	1	-4	-1
Shiga inhibitor	-17	-11	2	-6	16	-1	-4	-17
HCV inh	1%	16%	18%	9%	6%	?	12%	?
Pf growth 48h	.	.	-5%	4%	10%	?	2%	?

33	COc1cc(COCC(O)CN2CCN(Cc3ccccc3)CC2)cc(OC)c1OC (configuration not stated)
34	Cc1nc2ccccc2n1CC(=O)NC(C)C1CC2CCC1C2 (configuration not stated)
35	CN(CC(=O)Nc1ccc(Cl)c(C(F)(F)F)c1)C(=O)CC1Sc2ccccc2NC1=O (configuration not stated)
36	c1ccc(Cc2nnc3sc(-c4cccnc4)nn23)cc1
37	Cc1ccn(CC(=O)N2CCCC(N3CCN(c4ccccc4F)CC3)C2)n1 (configuration not stated)
38	CC(C)Nc1ncnc2c1nnn2Cc1ccccc1
39	COCCNC(=O)COc1cccc(Oc2ccccc2)c1
40	NC(=O)Cc1ccc(Nc2nnc(-c3ccccc3)c3ccccc23)cc1
screen / no.	33	34	35	36	37	38	39	40
Pf growth 96h	-82%	?	?	18%	13µM*	?	?	-22%
FBPA Giardia inh	-18%	0%	.	11%	-24%	11%	9%	3%
CHX counter	-13	7	-1	-2	0	13	11	10*
Shiga inhibitor	-16	-2	-1	-16	-2	-25	10	12
HCV inh	-6%	?	?	4%	22%	11%	4%	10%
Pf growth 48h	-16%	?	?	-7%	11%	-4%	-3%	4%

41	CCOC(=O)CC1=NN(c2ccccc2)C(=O)C1
42	CN(C)S(=O)(=O)c1ccc(C(=O)NCCc2ccco2)cc1
43	O=C1NC(=O)N(c2ccc3c(c2)OCO3)C(=O)/C1=C/c1ccc(N2CCCCC2)o1
44	Cc1ccc2cc(C(c3nnnn3Cc3ccccc3)N3CCc4ccccc43)c(=O)[nH]c2c1 (configuration not stated)
45	Cc1cccc(CN2CCN(C(=S)Nc3ccccc3)CC2)c1
46	CCOc1cccc(-c2nnc3n2N=C(c2cc(OC)ccc2OC)CS3)c1
47	O=C(NCCN1CCOCC1)c1cc2ccccc2o1
48	CN(C)S(=O)(=O)c1cccc(NC(=O)CC23CC4CC(CC(C4)C2)C3)c1
screen / no.	41	42	43	44	45	46	47	48
Pf growth 96h	36%[5.75 µM]	74%[activator]	0%	6.6µM*	19%	12µM*	?	?
FBPA Giardia inh	-3%	7%	0%	-16%	6%	0%	-4%	12%
CHX counter	-2	25*	-1	-4	-2	-3	-4	3
Shiga inhibitor	5	63*	-8	-8	-6	-6	-3	16
HCV inh	3%	-2%	9%	?	-1%	11µM*	12%	-14%
Pf growth 48h	-10%	73%[activator]	5%	.	-4%	12µM*	.	15µM*

Looked up one by one from the list above (two):
25	CC(=O)Nc1sc2c(c1C(c1ccc(Cl)cc1)N1CCOCC1)CCCC2 (configuration not stated)
16	COc1ccc(-c2c(NC(=O)c3ccco3)oc3ccc(Cl)cc3c2=O)cc1
screen / no.	25	16
Pf growth 96h	1.3µM*	-24%
FBPA Giardia inh	-3%	.
CHX counter	-7	1
Shiga inhibitor	-17	-2
HCV inh	1%	-3%
Pf growth 48h	.	23%

Following part.
49	Cc1ccc(NC(=O)/C(=C/c2ccc([N+](=O)[O-])cc2)NC(=O)c2ccccc2)cc1
50	Cc1nn(-c2cccc(C(=O)O)c2)c(C)c1Oc1ccccc1O
51	COc1cccc2cc(C(=O)C3=C(O)C(=O)N(CCN4CCOCC4)C3c3ccc(C)o3)oc12 (configuration not stated)
52	O=C(CCN1CCOCC1)Nc1cc(C(=O)Nc2ccc(Cl)cc2)ccc1N1CC2CC(C1)c1cccc(=O)n1C2 (configuration not stated)
53	CC(CNC(=O)CN1C(=O)NC2(CCCCC2)C1=O)c1ccccc1 (configuration not stated)
54	COc1ccc(-c2ccc(OC)cc2)cc1
55	Cc1c(N2C(=O)CS/C2=N\N=C\c2ccccc2O)c(=O)n(-c2ccccc2)n1C
56	Cc1ccc(NC(=O)CSc2nnc(C3CC3)n2CC2CCCO2)cc1C (configuration not stated)
screen / no.	49	50	51	52	53	54	55	56
Pf growth 96h	?	-15%	-9%	?	4%	82%[activator]	14%	2%
FBPA Giardia inh	-1%	29%	-20%	-7%	.	23%	8%	3%
CHX counter	-3	0	5	2	.	34*	14	-2
Shiga inhibitor	21	-11	-9	-5	.	13	-2	8
HCV inh	15%	5%	4%	?	11%	-1%	31%[activator]	?
Pf growth 48h	?	6%	-14%	12µM*	-19%	?	13%	6%

57	COc1cc(C)c(CN2CCN(S(=O)(=O)c3ccc(Cl)s3)CC2)cc1OC
58	CC(c1ccccc1)N1C(=O)c2ccc(C(=O)Nc3ccccc3C(=O)O)cc2C1=O (configuration not stated)
59	CCOc1ccccc1CNn1nnnc1N
60	COc1ccc(-c2nnc(-c3cccnc3)o2)cc1
61	CC1(C)Cc2c(C#N)c(NC3CCCCC3)nc(-c3ccco3)c2CO1
62	COc1ccc(CCN(C)Cc2ccc(F)cc2F)cc1OC
63	Cc1ccc(C)c(S(=O)(=O)Nc2ccc3sc(C)nc3c2)c1
64	COc1ccc2nc(NC(=O)CN3C(=O)NC4(CCCCC4)C3=O)sc2c1
screen / no.	57	58	59	60	61	62	63	64
Pf growth 96h	?	?	-6%	42%[activator]	9.3µM*	28%	-5%	2%
FBPA Giardia inh	.	.	6%	3%	?	-24%	-17%	.
CHX counter	.	29	-5	28*	2	9	-3	17*
Shiga inhibitor	.	-17	4	62*	5	-9	-7	34
HCV inh	?	-1%	-11%	2%	-23%	-5%	-28%	?
Pf growth 48h	?	19%	-8%	111%[activator]	5.9µM*	.	-12%	-2%

65	CCOc1ccc(S(=O)(=O)N2CCOCC2)c2ccccc12
66	Cc1ccc(S(=O)(=O)N2CCCN(C(=O)OC(C)(C)C)CC2)cc1
67	CC(C)(CNC(=S)NCCc1ccccc1)CNC(=S)NCCc1ccccc1
68	CCCOC(=O)c1ccc(NC(=O)c2ccc(Br)o2)cc1
69	NC(=O)c1csc(-c2ccncc2)n1
70	O=C(Nn1cnnc1)c1ccc(Cl)c(Cl)c1
71	COc1cc(NC(=O)c2ccco2)ccc1NC(=O)c1ccccc1Cl
72	O=C(NCc1ccco1)c1cc(-c2ccc(F)cc2)on1
73	CCS(=O)(=O)n1nc(-c2ccccc2)nc1SCc1ccccc1
74	Cc1cc(N2CCOCC2)c2c(N)cc(C)c(C)c2n1
screen / no.	65	66	67	68	69	70	71	72	73	74
Pf growth 96h	-35%	15%	?	?	10%	1%	.	?	.	9%
FBPA Giardia inh	5%	14%	4%	-12%	4%	-15%	1%	16%	15%	-7%
CHX counter	-1	-3	-1	56*	1	-2	13*	59*	62*	-1
Shiga inhibitor	-8	3	-3	52*	-8	.	41	92*	115*	-20
HCV inh	-25%	11%	?	?	18%	5%	?	9%	-9%	-9%
Pf growth 48h	-20%	-7%	13µM*	?	-2%	14%	-21%	49%[activator]	?	.
